RmlCD inh 1536 – blocks M. tuberculosis RmlC and RmlD coupled enzymes; hit rate 0.03% among 160,000; RmlC+RmlD coupled enzyme assay, percent inhibition; primary screen in compound mixtures; inhibition, % at 3.6 µM; in the data active means inhibition mostly above about 34%, no sharp cut-off; further: some results filed as inactive read as strong as hits
Target sequence (P9WH09 whole entry, looked up): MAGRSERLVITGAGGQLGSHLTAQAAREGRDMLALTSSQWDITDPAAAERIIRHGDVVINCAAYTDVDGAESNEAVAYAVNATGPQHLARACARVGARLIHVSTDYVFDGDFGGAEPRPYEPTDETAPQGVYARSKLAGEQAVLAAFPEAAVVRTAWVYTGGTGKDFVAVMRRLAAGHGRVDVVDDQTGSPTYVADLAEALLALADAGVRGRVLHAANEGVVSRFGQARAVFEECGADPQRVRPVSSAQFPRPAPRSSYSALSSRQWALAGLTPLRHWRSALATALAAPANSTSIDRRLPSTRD
Target sequence (P9WH11 whole entry, looked up): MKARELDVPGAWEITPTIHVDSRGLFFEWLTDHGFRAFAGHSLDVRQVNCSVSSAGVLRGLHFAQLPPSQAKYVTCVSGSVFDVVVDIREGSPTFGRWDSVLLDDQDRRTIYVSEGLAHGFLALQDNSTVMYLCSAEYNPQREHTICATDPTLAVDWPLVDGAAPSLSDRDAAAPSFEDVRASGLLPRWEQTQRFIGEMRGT
M. tuberculosis GlmU – inhibition of mycobacterial GlmU enzyme – biochemical, glucosamine-1-phosphate acetyltransferase (AID 1376) | M. tuberculosis GlmU acetyltransferase enzyme assay; higher % means a stronger effect | inhibition, %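 (tested at 30 µM in the primary screen)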, or IC50 in µM where a hit was titrated | hit rate 0.25% among 220,000; in the data active means inhibition above about 13%;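 further: 0% = complete reaction with vehicle and 100% = reaction without substrate; strong numbers were not always called active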
Active calls of the source: *; / = not tested or not shown. An excerpt; count on the stated rates, not on these rows.

Molecule	RmlCD inh 1536	M. tuberculosis GlmU
O=C(NNC(=O)C1C2CCC(C2)C1C(=O)O)c1ccc(Cl)cc1 (stereo unspecified)	/	1.8%
CCOc1ccccc1N(CC(=O)N1CCCCCC1)S(C)(=O)=O	/	0.7%
Cc1c(NC(=O)N(C)C)c(=O)n(-c2ccccc2)n1C	/	-2.5%
O=C(Nc1cccnc1)c1ccc([N+](=O)[O-])cc1Cl	-1	7.0%
CCCCC#Cc1ccc2c(c1)COc1c3ccccc3nn1-2	/	0.2%
CCNc1nc(NC(C)C)nc(Oc2ccc(OCCOc3ccc(C)cc3)nn2)n1	/	8.8%
CCCSc1nc2sc3c(c2c(=O)[nH]1)CC(C)CC3 (stereo unspecified)	/	4.7%
O=[N+]([O-])c1ccccc1/C=C/CN1CCCCC1	-2	3.4%
CC1=C(C#N)C(/C=N/OCc2ccc(Cl)cc2)CC(=O)N1 (stereo unspecified)	6	2.3%
CN1CCN(S(=O)(=O)c2ccc(N3CCN(C(c4ccccc4)c4ccccc4)CC3)nc2)CC1	-14	-4.3%

Quoted from the entries so far for reference:
Molecule	RmlCD inh 1536	M. tuberculosis GlmU
CCNc1nc(NC(C)C)nc(Oc2ccc(OCCOc3ccc(C)cc3)nn2)n1	/	8.8%
CCCSc1nc2sc3c(c2c(=O)[nH]1)CC(C)CC3 (stereo unspecified)	/	4.7%
O=[N+]([O-])c1ccccc1/C=C/CN1CCCCC1	-2	3.4%
CC1=C(C#N)C(/C=N/OCc2ccc(Cl)cc2)CC(=O)N1 (stereo unspecified)	6	2.3%
CN1CCN(S(=O)(=O)c2ccc(N3CCN(C(c4ccccc4)c4ccccc4)CC3)nc2)CC1	-14	-4.3%

(list continues)
Molecule	RmlCD inh 1536	M. tuberculosis GlmU
O=c1c2ccccc2nc(SCc2ccc([N+](=O)[O-])cc2)n1CCCO	-13	-2.1%
Cc1ccc(-c2csc3ncnc(SCC(N)=O)c23)cc1	-11	-0.3%
CCOc1ccc(NC(=O)c2ccccc2NC(=O)CN2CCN(C(C)=O)CC2)cc1	/	0.8%
COc1cccc(CN2C(=O)CCC2(C)C(=O)NC2CCCC2)c1 (stereo unspecified)	8	-1.3%
O=C(CN1CCN(c2ccccn2)CC1)Nc1cccc(S(=O)(=O)N2CCOCC2)c1	-11	0.9%
Cc1ccc(S(=O)(=O)N2CCOCC2)cc1NC(=O)CSc1nnnn1C	18	3.6%
N#CC1=C(N)OC2=C(C(=O)CC(c3ccccc3)C2)C1c1ccc2c(c1)OCO2 (stereo unspecified)	-8	1.8%
O=C(CNC(c1ccccc1)c1ccccc1)Nc1c(F)cccc1F	4	-1.7%
COc1cc(SC)ccc1C(=O)OCC(=O)NC(=O)NC(C)C	6	4.5%
COc1ccc2c(c1)C(C)=CC(C)(C)N2C(=O)C(C)N1C(=O)c2ccccc2C1=O (stereo unspecified)	-3	-3.4%
COC(=O)N1CCN(C(=O)Cc2ccc(Cl)c(Cl)c2)C(CN2CCCC2)C1 (stereo unspecified)	-3	5.3%
O=C(CSc1cccs1)NCCc1ccccc1	-15	0.3%
COc1cccc(N2CCN(C(=O)C3CCCN(S(=O)(=O)c4cnc[nH]4)C3)CC2)c1 (stereo unspecified)	-8	1.9%
COC(=O)c1ccc(CSc2nc(N3CCOCC3)c3c(c2C#N)CC(C)(C)OC3)o1	/	-2.0%
CCN(CC)S(=O)(=O)c1ccc(C(=O)C(C#N)c2ccccn2)cc1 (stereo unspecified)	/	1.7%
CC/C(C)=N/Nc1nc(-c2cc3cccc(OC)c3oc2=O)cs1	-4	1.3%
CC1(C)Cc2c(C#N)c(NCCN3CCOCC3)nc(-c3ccccc3)c2CO1	-5	-4.4%
Cc1cc(C(=O)Nc2cccnc2)on1	5	3.5%
Nn1c(SCC(=O)NC2CCS(=O)(=O)C2)nnc1-c1cccs1 (stereo unspecified)	7	-7.7%
Cc1[nH]n(C)c(=O)c1C(=O)c1c(-c2c(Cl)cccc2Cl)noc1C	-4	-3.0%
CCN(CC)CCCNC(=O)c1c(O)c2ccccc2n(Cc2ccccc2)c1=O	18	-6.9%
CCn1nnc(NC(=O)CSc2ccc(Cl)cc2)n1	0	3.6%
CC(C)CNC(=O)COC(=O)CCC(=O)c1cccs1	-10	0.7%
O=C(Nc1ccccc1)c1ccccc1OCc1ccc(S(=O)(=O)N2CCOCC2)cc1	10	-1.5%
O=C(CSc1ncn[nH]1)Nc1ccc(OCc2ccccc2)cc1	-7	2.9%
CCOc1cc(NC(=O)c2ccco2)c(OCC)cc1NC(=O)COc1ccccc1C	/	1.3%
COc1cc(NC(=O)c2ccccc2)c(OC)cc1NC(=O)Cc1cccs1	10	-3.6%
COc1cccc(S(=O)(=O)NCC(=O)Nc2ccc(C(C)(C)C)cc2)c1	/	2.1%
CC1CCc2cc(F)ccc2N1C(=O)c1cc2nc(-c3ccco3)cc(C(F)(F)F)n2n1 (stereo unspecified)	/	-1.0%
Cc1cc(C)nc(SCC(=O)Nc2ccc(S(=O)(=O)NCCO)cc2)n1	5	4.1%

Four of these compounds, reformatted.
smiles: CCOc1cc(NC(=O)c2ccco2)c(OCC)cc1NC(=O)COc1ccccc1C
  RmlCD inh 1536: / | M. tuberculosis GlmU: 1.3%

smiles: COc1cc(NC(=O)c2ccccc2)c(OC)cc1NC(=O)Cc1cccs1
  RmlCD inh 1536: 10 | M. tuberculosis GlmU: -3.6%

smiles: COc1cccc(S(=O)(=O)NCC(=O)Nc2ccc(C(C)(C)C)cc2)c1
  RmlCD inh 1536: / | M. tuberculosis GlmU: 2.1%

smiles: CC1CCc2cc(F)ccc2N1C(=O)c1cc2nc(-c3ccco3)cc(C(F)(F)F)n2n1 (stereo unspecified)
  RmlCD inh 1536: / | M. tuberculosis GlmU: -1.0%

(listing goes on)
Molecule	RmlCD inh 1536	M. tuberculosis GlmU
Cn1c2c(c(=O)n(C)c1=O)C(c1ccc(Cl)cc1)C(C#N)=C(N)O2 (stereo unspecified)	-3	-4.1%
O=C(N/N=C/c1ccc([N+](=O)[O-])o1)C(O)c1ccccc1 (stereo unspecified)	11	7.1%
OC(CCCN1CCCCC1)(c1ccccc1)c1ccccc1	/	3.0%
O=C(CCS(=O)(=O)Cc1ccccc1)Nc1nc2c(s1)CCCC2	-6	-3.3%
COc1ccccc1NS(=O)(=O)c1cc(NC(=O)CNC(=O)c2cc(C)cc(C)c2)ccc1C	5	1.9%
O=c1[nH]c2ccc(NC(=S)Nc3ccc(Cl)cc3)cc2[nH]1	4	-4.6%
O=C(CCC1CCCN(Cc2cccc(Cl)c2)C1)NCc1ccccc1F (stereo unspecified)	4	2.8%
C/C=C(\C)C(=O)NCCN1C2=NC[C@H](Cc3ccc(O)cc3)N2C[C@@H]1Cc1ccc(OC)cc1	/	-5.9%
Cn1cc(/C=C(\C#N)C(=O)Nc2cccc([N+](=O)[O-])c2)c2ccccc21	-4	-3.5%
CN(C)c1oc(/C=C/c2ccccc2)nc1C#N	0	1.0%
FC(F)(F)c1ccccc1C1C2=C(Nc3ncnn31)c1ccccc1CCC2 (stereo unspecified)	6	-0.4%
COc1cccc(N2C(N)=NC(N)=NC2(C)C)c1	-15	-0.5%
COc1ccc(CNC(=O)CN(c2cccc([N+](=O)[O-])c2)S(C)(=O)=O)cc1	-9	8.1%
CCCNC(=O)N1CCCC(C(N)=O)C1 (stereo unspecified)	5	2.7%
O=C(Cn1c(NCCCO)nc2ccccc21)c1ccco1	6	1.7%
CC1=C(C(=O)Nc2cc(-c3cccc(F)c3)[nH]n2)C2(CCCCC2)OC1=O	-5	2.9%
O=C(O)CNC(=O)c1ccccc1Br	-12	2.5%
CCOC(=O)N1CCN(C(=O)CCCn2nc(C)c3sc4ccccc4c3c2=O)CC1	-8	2.1%
COc1ccc(-n2c(C)cc(C)c(C(C)=O)c2=S)cc1	11	2.6%
COc1ccccc1N1CCN(C(=O)c2ccc(CSc3ccccc3)cc2)CC1	-6	-4.5%

Compound profiles, from the list above. Screens in order: RmlCD inh 1536 | M. tuberculosis GlmU
FC(F)(F)c1ccccc1C1C2=C(Nc3ncnn31)c1ccccc1CCC2 (stereo unspecified) is entered as 6 | -0.4%
COc1cccc(N2C(N)=NC(N)=NC2(C)C)c1 is entered as -15 | -0.5%

Other results.
Molecule	RmlCD inh 1536	M. tuberculosis GlmU
Cc1cccc(C)c1N1C(=O)CC(N2CCSCC2)C1=O (stereo unspecified)	-16	2.4%
CC(=O)N(CCCN(C)C)CCC(C)CCC=C(C)C (stereo unspecified)	1	-2.9%
CC(Sc1nc(-c2ccccc2)cc(C(F)(F)F)n1)C(=O)Nc1ccc2c(c1)OCO2 (stereo unspecified)	-2	7.7%
Cc1cc2oc(C(=O)Nc3cccnc3)c(C)c2cc1C	13	2.5%
COc1ccc(N2CC(C(=O)NCc3ccccc3)CC2=O)cc1 (stereo unspecified)	/	3.1%
COc1ccc(N2C(=O)CC(SC(C)C)C2=O)cc1 (stereo unspecified)	/	6.2%
COc1ccc(-c2n[nH]c(=S)n2/N=C/c2cccn2C)cc1	-4	0.2%
COc1ccc(C(=O)CN2C(=O)c3ccccc3C2=O)cc1	11	6.4%
COc1ccc(OC)c(NC(=O)c2ccc(-n3cccn3)nc2)c1	3	-3.6%
CC/C(C)=N\NC(=O)CNC(=O)c1ccc(Cl)cc1Cl	2	4.6%
COc1cccc(CN2CCCC(C(=O)c3ccc4c(c3)OCO4)C2)c1OC (stereo unspecified)	19	6.2%
NCC(CC(=O)O)c1ccc(Cl)cc1 (stereo unspecified)	/	4.5%
Cn1c(=O)c2c(nc(NCCOc3ccc(F)cc3)n2C)n(C)c1=O	14	-2.1%
Cc1nc(NC(=O)c2ccccc2)sc1-c1csc(Nc2ccc(C(=O)O)cc2)n1	11	4.5%
Cc1nn(-c2ccccc2)c(Cl)c1/C=N/NC(=O)c1ccncc1	/	3.0%
COCCNC(=O)COc1ncnc2ccc(Br)cc12	-10	6.2%
CCOC(=O)C1CCN(C(=O)c2cc3c(-c4ccc(OC)c(OC)c4)nn(C)c3s2)CC1	5	-8.2%
O=C1CCCC(=O)N1c1ccc(Oc2ccc(Cl)cc2)cc1	-8	1.1%
COc1ccc(-c2cc3ccccc3[nH]2)cc1	78	3.3%
COc1ccc(-c2nc(-c3ccc(Br)o3)no2)cc1OC	/	1.8%

Next part.
smiles	RmlCD inh 1536	M. tuberculosis GlmU
Cc1cc(=O)[nH]c2c(C)c(N)ccc12	-11	-1.0%
Cc1ccc(-n2c(SC3CCOC3=O)nc3ccccc3c2=O)cc1 (stereo unspecified)	10	7.9%
Cc1ccc(CN2CCN(C(=O)c3ccncc3)CC2)cc1	4	1.7%
CC(=O)NC1(C(F)(F)F)C(=O)Nc2c1c(=O)n(C)c(=O)n2C (stereo unspecified)	6	-3.4%
CCC(=O)Nc1c2c(nn1-c1ccc(F)cc1)CS(=O)C2 (stereo unspecified)	/	5.1%
CCn1c(SCC(=O)Nc2nccs2)nnc1-c1ccco1	5	3.1%
Cc1ccccc1OCCCN1CCCC1	22	5.8%
O=C(COc1ccc(Cl)cc1)N1CCCC1	/	3.0%
O=[N+]([O-])c1ccc(CSc2nc3ncc(Br)cc3[nH]2)cc1	5	-6.9%
COc1ccc(C2=NOC(C(=O)NCc3ccc(F)cc3)C2)cc1OC (stereo unspecified)	6	/
COc1ccccc1N=Cc1c(C)[nH]n(-c2ccc(C)cc2C)c1=O	2	7.6%
COCC(=O)NNC(=S)Nc1cccc(C)c1C	-12	-5.8%
Cc1cc(C)c(S(=O)(=O)N(C)Cc2cnn(C)c2)c(C)c1	-11	-6.0%
Cc1ccc(/C=N/Nc2nc3ccccc3s2)o1	-5	-4.0%
CC(C)C12CN3CC(C(C)C)(CN(C1)C31C(=O)Nc3ccccc31)C2=O (stereo unspecified)	-7	4.7%
O=C(O)CCCCNCc1ccccc1	7	-2.0%
Cc1ccc(-c2nnc(SCC(=O)Nc3ccc(S(=O)(=O)N4CCCCCC4)cc3)o2)cc1	4	-5.1%
N=C1c2ccccc2CN1NC(=O)c1cccc(S(=O)(=O)N2CCOCC2)c1	-5	-2.8%
CCc1c(C(C)S(=O)(=O)c2ccc(C)cc2)[nH]c(=O)n1-c1ccc(OC(F)(F)F)cc1 (stereo unspecified)	9	2.3%
CC(C)(C)c1ccc(OCCCC(=O)N2CCOCC2)cc1	7	-2.6%
O=P(c1ccccc1)(c1ccccc1)C(c1ccco1)N1CCOCC1 (stereo unspecified)	-5	-1.6%
COc1ccccc1N1CCN(S(=O)(=O)c2ccccc2F)CC1	8	3.2%
CCOC(=O)Nc1cc2c(C)cc(=O)oc2cc1C	-4	/
N#CCCN(Cc1cccnc1)C(=S)NC(=O)C1CC1	3	-4.0%
COc1ccc(N(C(=O)c2cccnc2)S(=O)(=O)c2cccs2)cc1	6	-3.9%
CC(=O)OC(C)C[N+](C)(C)C (stereo unspecified)	/	2.9%
COc1ccc(OCCOc2ccccc2[N+](=O)[O-])cc1	/	-5.5%
O=C(CN(c1cccc(C(F)(F)F)c1)S(=O)(=O)c1ccc(Cl)c([N+](=O)[O-])c1)NCc1ccccc1Cl	4	4.5%
CCOC(=O)C1=C(C)Nc2ccccc2N=C1NC(=O)CCCN1C(=O)c2ccccc2C1=O	/	0.8%
Cc1ccc(Cn2c(Sc3nnc(C)s3)nc3c2c(=O)[nH]c(=O)n3C)cc1	2	2.3%
Cc1c(NC(=O)c2ccc(Cl)nc2)cccc1-c1nc2cccnc2s1	5	2.1%
O=c1cc2n(c(=O)[nH]1)CCC1=C2CCCC1	/	-2.7%
CC(C)c1ccccc1NC(=O)Nc1ccc(F)cc1F	14	7.0%
CCOC(=O)C1=C(C)NC(C)=C(C(=O)OCC)C1C1=COCCO1	-6	-3.5%
CSc1ccc(C(=O)C2CCCN(Cc3cccn3-c3cccnc3)C2)cc1 (stereo unspecified)	/	-2.1%
